Screening results: PubChem BioAssay, National Center for Advancing Translational Sciences (NCATS)
HP1b binding inh = blocks HP1-beta chromodomain binding to methylated histone tails; AID 540317; P83916; actives 0.56% (n = 390,000); AlphaScreen HP1-beta / biotin-H3K9me3 peptide binding; Potency, µM (top dose mostly 114 µM), inactives show at the top dose activity change, negative = inhibition, actives largely listed as inhibitors; also: potency is read from the fitted curve at half-maximal effect; nearly all actives have a fitted effect of over 70% in size; inactives centre near 23
Target sequence (P83916 whole entry, looked up): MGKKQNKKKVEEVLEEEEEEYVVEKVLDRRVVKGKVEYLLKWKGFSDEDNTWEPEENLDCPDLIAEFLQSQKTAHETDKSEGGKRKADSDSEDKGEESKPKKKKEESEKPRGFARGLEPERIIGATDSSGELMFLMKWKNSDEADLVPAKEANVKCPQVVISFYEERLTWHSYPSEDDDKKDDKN
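HP1-beta protein (50 nM final) preincubated 30 min at room temperature with biotinylated H3(1-18)K9me3 peptide (50 nM) in PBS pH 7.4, 0.01% Tween-20, then compound added for 30 min. AlphaScreen streptavidin donor/nickel chelate acceptor beads (10 ug/mL final), 30 min dark, luminescence read.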
GLS inhibitor = blocks human kidney-isoform glutaminase activity | O94925 | GLS enzymatic activity, qHTS titration | Potency, µM (titrated, usually from 45.5 µM), inactives show top-dose activity change, negative = inhibition, hits mostly inhibitors | actives 0.21% (n = 410,000) | AID 624170; also: potency is read from the fitted curve at half-maximal effect; % is scaled to controls: 0 for no effect and ±100 for the full control effect
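Human kidney-isoform GLS in 45 mM KH2PO4 pH 8.2, 0.02% Tween-20, with compound, started with 1mM L-Glutamine (added stock). Glutamate oxidase/HRP/Amplex red coupled fluorescence read at start and after 30 min at RT.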
JMJD2A Tudor inh = blocks the human JMJD2A Tudor domain; O75164; AlphaScreen JMJD2A-Tudor / H3K4me3 peptide binding; Potency, µM (titrated, usually from 114 µM), for inactives: top-dose activity change, negative = inhibition, hits mostly inhibitors; actives 4.4% (n = 390,000); AID 504339; also: potency is read from the fitted curve at half-maximal effect; % is scaled to controls: 0 for no effect and ±100 for the full control effect; nearly all actives have a fitted effect of over 50% in size
PGK inhibitor = T. brucei PGK inhibition; Potency, µM (highest dose often 57.5 µM), for inactives: top-dose activity change, negative = inhibition, hits mostly inhibitors; PGK/GAPDH coupled, Kinase-Glo luminescence, 60 min; P07378; actives 0.043% (n = 380,000); also: potency is read from the fitted curve at half-maximal effect; % is scaled to controls: 0 for no effect and ±100 for the full control effect; nearly all actives have a fitted effect of over 60% in size
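Recombinant glycosomal PGK reaction used 1,3-bisphosphoglycerate generated in-well by GAPDH (100nM final) in 100mM TEA pH 7.6, 5mM MgCl2, 0.01% Tween-20. After 60 minutes at room temperature, ATP was read by Kinase-Glo Plus luminescence end-point.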
G9a inh = G9a (human) methyltransferase inhibition. Q96KQ7. G9a H3K9 monomethylation, AlphaScreen, 2 h. Potency, µM (series often up to 102 µM), for the others: at the top dose activity, negative = inhibition, usual class: inhibitors. actives 8.8% (n = 350,000); also: potency is read from the fitted curve at half-maximal effect; % is scaled to controls: 0 for no effect and ±100 for the full control effect; nearly all actives have a fitted effect of over 75% in size
Target sequence (Q96KQ7 913-1193 limits assumed): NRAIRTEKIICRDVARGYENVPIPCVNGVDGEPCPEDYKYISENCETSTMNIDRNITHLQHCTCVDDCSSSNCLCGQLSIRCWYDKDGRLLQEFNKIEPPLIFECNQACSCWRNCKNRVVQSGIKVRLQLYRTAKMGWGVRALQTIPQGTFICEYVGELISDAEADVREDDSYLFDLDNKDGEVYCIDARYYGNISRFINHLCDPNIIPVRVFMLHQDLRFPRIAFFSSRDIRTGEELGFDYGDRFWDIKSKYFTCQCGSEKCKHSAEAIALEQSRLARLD
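AlphaScreen detection with an anti-monomethyl H3K9 antibody quantified product after a 2 h room-temperature reaction containing 500 nM biotinylated H3K9 peptide, 20 µM SAM and 20 nM enzyme, which had been preincubated 15 min with compound.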
PI4K2A block = inhibitors of human PI4K2A. purified PI4K2A, ADP-Glo luminescence, 1 h; stronger effect = lower value. activity change, negative = inhibition, % at 76.9 µM. actives 0.13% (n = 420,000); in the data active = activity change below about -50%; inconclusive = mostly about -30% to -49%;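 also: -100% = wells without enzyme as full effect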
Target sequence (Q9BTU6 whole entry, looked up): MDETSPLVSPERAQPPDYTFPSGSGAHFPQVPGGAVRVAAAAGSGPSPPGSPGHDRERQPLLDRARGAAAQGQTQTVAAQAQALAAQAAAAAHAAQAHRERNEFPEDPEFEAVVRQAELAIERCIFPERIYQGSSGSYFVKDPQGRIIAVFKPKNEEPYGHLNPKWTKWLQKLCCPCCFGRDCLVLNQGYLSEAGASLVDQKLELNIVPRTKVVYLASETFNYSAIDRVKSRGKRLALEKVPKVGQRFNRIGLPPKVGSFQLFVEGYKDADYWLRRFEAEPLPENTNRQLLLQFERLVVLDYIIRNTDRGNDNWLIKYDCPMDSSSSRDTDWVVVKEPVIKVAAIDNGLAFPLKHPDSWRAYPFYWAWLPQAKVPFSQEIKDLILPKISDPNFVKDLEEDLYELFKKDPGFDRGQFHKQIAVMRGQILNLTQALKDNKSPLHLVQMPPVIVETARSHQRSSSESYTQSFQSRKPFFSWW
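PI4K2A activity was measured by ADP-Glo luminescence: enzyme (4 ug/mL stock) and phosphatidylinositol (1.2 mM stock) in Tris pH 7.5/MgCl2/EGTA/Triton X-100 buffer were reacted with ATP (300 microM stock) for one hour at ambient temperature.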
BAZ2B block = inhibitors of human BAZ2B bromodomain; Q9UIF8; AlphaScreen BAZ2B-H3K14Ac peptide displacement; Potency, µM (titrated, usually from 114 µM), without a hit: top-dose activity change, negative = inhibition, most hits filed as inhibitors; actives 4.4% (n = 360,000); AID 504333; also: potency is read from the fitted curve at half-maximal effect; % is scaled to controls: 0 for no effect and ±100 for the full control effect; nearly all actives have a fitted effect of over 60% in size
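AlphaScreen displacement of biotin-H3(5-23)K14Ac peptide (50 nM final) from BAZ2B (50 nM final) in PBS pH 7.4, 0.01% Tween-20; complex preformed 30 min RT, then compounds (top 110 uM) 30 min RT, beads 20 min dark.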
Pin1 inh = inhibitors of human Pin1; Potency, µM (doses to about 115 µM), inactives show top-dose activity, negative = inhibition, hits mostly inhibitors; Q13526; Pin1 FP peptide displacement, HiFluor488, 10 min; actives 0.009% (n = 390,000); active = well fitted inhibition curve with a large enough effect in the polarisation, with a control signal flat, not every such curve was filed as active; inconclusive = small, poorly fitted or top-dose-only effect, or effect the other way, or a change in a side signal; inactive = no such curve, though single readings can be large or run the other way; the % refers to the polarisation; also: potency is read from the fitted curve at half-maximal effect; % is scaled to controls: 0 for no effect and ±100 for the full control effect
Pol eta inh = inhibitors of human DNA polymerase eta; recombinant Pol eta, fluorescent DNA replication assay; Potency, µM (highest dose often 114 µM), for inactives: at the top dose activity change, negative = inhibition, actives largely listed as inhibitors; actives 1.2% (n = 390,000); also: potency is read from the fitted curve at half-maximal effect; % is scaled to controls: 0 for no effect and ±100 for the full control effect
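Pol eta at 10 nM preincubated with compounds 15 min at room temperature; reaction started with fluorescent substrate (50 nM final) and read kinetically at 0 and 10 min.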
Active calls of the source: *; i = inactive; ? = inconclusive; . = no result given; [ ] = dose if it differs, or a comment. Unless noted, calls follow the shape of the dose curve; as a rule, active = well fitted curve in the direction sought with a large enough effect; inconclusive = small, poorly fitted or top-dose-only effect, or another doubt; inactive = no such curve, though single readings can be large; an effect the other way counts as inactive or inconclusive.

No.	HP1b binding inh	GLS inhibitor	JMJD2A Tudor inh	PGK inhibitor	G9a inh	PI4K2A block	BAZ2B block	Pin1 inh	Pol eta inh	Compound
1	25.4%	-3.8%	-5.6%	-3.6%	.	3.1	-0.5%	16.2%	-21.0%	COc1ccc(/C=N/N=C2/SCC(=O)N2Cc2ccccc2)cc1
2	15.0%	-1.4%	-0.3%	-8.6%	2.7%	-5.8	-1.9%	-7.9%	-5.6%	CCOc1ccc(S(=O)(=O)NCc2cccnc2)cc1
3	22.1%	5.6%	2.5%	3.9%	9.8%[59 µM]	2.4	6.7%	-7.2%	-6.7%	CN(C)C(=O)Cn1c(SCC(=O)NCc2ccc3c(c2)OCO3)nc2ccccc21
4	6.8%	29.0%	-3.8%	3.3%	8.3%[59 µM]	5.9	4.4%	5.5%	-18.4%	COc1ccc(C(=O)Nc2ccc(N3CCN(C(=O)C(C)C)CC3)cc2)cc1[N+](=O)[O-]
5	10.7%	29.1%	-12.4%	-16.3%	-9.2%	3.0	4.3%	1.5%	-1.3%	S=C(Nc1ccccc1)N1CCN(C2CCCCC2)CC1
6	21.6%	7.0%	-28.8%	3.6%	17.4%	3.7	-26.0%	-14.4%	0.3%	CCOc1ccccc1C(=O)NC1CC2CCCC(C1)N2Cc1nnnn1Cc1ccco1 (stereo not given)
7	111.0%[activator]	5.2%	55.2%[activator]	-5.1%	25.6%[59 µM]	-0.7	9.4%	2.5%	-9.6%	C=C(C)CSc1nc2sc3c(c2c(=O)n1CCCC)CCCC3
8	25.1%	-17.7%	4.2%	-8.6%	.	6.0	-0.3%	1.1%	-2.7%	CCCC(=O)Nc1ccccc1NC(=O)c1ccc(OC(C)=O)cc1

Going on with the list:
No.	HP1b binding inh	GLS inhibitor	JMJD2A Tudor inh	PGK inhibitor	G9a inh	PI4K2A block	BAZ2B block	Pin1 inh	Pol eta inh	Compound
9	32.3%	10.8%	2.8%	-2.2%	12.6%[59 µM]	2.4	-2.8%	?	-12.8%	Cc1cc(S(=O)(=O)Nc2ccc3ccccc3c2)c(C)s1
10	15.1%	-3.7%	2.1%	3.8%	.	2.7	0.1%	52.5%[activator]	-11.8%	COC(=O)c1cnc(Oc2ccc(NC(=O)NC(=O)c3c(F)cccc3Cl)cc2)cc1C(F)(F)F
11	3.3%	-5.8%	-8.5%	-1.9%	4.7%[59 µM]	1.7	5.0%	-1.4%	2.4%	COc1cc(/C=N/NC(=O)c2ccncc2)ccc1OCCN1CCCCC1
12	39.4%[activator]	-0.8%	12.9%	-6.1%	-5.1%[59 µM]	11.6	-0.7%	4.4%	-17.9%	CCC(C)(C(=O)NC1CCCC1)N(Cc1cccs1)C(C)=O (stereo not given)
13	-10.3%	8.0%	0.6%[57.1 µM]	-0.8%	-10.0%[59 µM]	1.5	-9.0%	?	5.0%	O=C(Cn1nc(-c2ccc(N3CCOCC3)c([N+](=O)[O-])c2)c2ccccc2c1=O)N1CCCCC1
14	57.7%[activator]	5.8%	11.6%	8.9%	10.6%[59 µM]	4.2	5.2%	-13.8%	-5.4%	Cc1cc(C)c(C#N)c(N2CCSCC2)n1
15	37.0%	0.3%	-14.1%	-1.7%	?	-8.9	-0.5%	-4.3%	-7.4%	CCOc1ccc(CCNC(=O)CCc2nnc3ccc(N4CCOCC4)nn23)cc1
16	13.2%	6.0%	-10.3%	-0.9%	13.3%	-4.0	3.9%	0.9%	3.7%	CC(C)C[C@@H]1NC(=O)N(CCCn2ccnc2)C1=O

More entries
No.	HP1b binding inh	GLS inhibitor	JMJD2A Tudor inh	PGK inhibitor	G9a inh	PI4K2A block	BAZ2B block	Pin1 inh	Pol eta inh	Compound
17	30.8%	19.5%	-13.1%	0.5%	13.3%[59 µM]	1.3	-1.8%	1.2%	-13.0%	CC1C/C(=N/NC(=O)c2ccc(CSc3nc4ccccc4[nH]3)cc2)CC(C)(C)C1 (stereo not given)
18	24.7%	2.4%	-17.5%	11.6%	-5.7%	-1.9	3.7%	0.0%	3.2%	CCN(CC(=O)NCc1ccc(F)cc1)C(=O)Cc1ccc(OC)cc1
19	0.2%	4.4%	-18.8%	-1.2%	.	-3.8	.	1.8%	-6.0%	CC(Sc1ncccn1)C(=O)Nc1ccc2c(c1)OCO2 (stereo not given)
20	15.9%	8.4%	-9.0%	2.1%	2.1%	0.2	-3.4%	3.0%	-4.4%	O=C(N/N=C/C(Br)=C/c1ccccc1)c1cnccn1
21	28.1%	5.0%	4.4%	i	-4.1%[59 µM]	0.1	0.7%	26.4%	-9.5%	Cc1cccc(-n2c(SCC(=O)Nc3ccccc3C)nc3c(oc4ccccc43)c2=O)c1
22	14.1%	15.2%	-11.5%	4.2%	.	9.6	-22.1%	2.7%	-16.5%	Cc1c(Br)c([N+](=O)[O-])nn1CC(=O)NCc1cccs1
23	44.9%[activator]	0.5%	0.7%	-1.3%	18.1%	1.8	-3.1%	-8.9%	-9.4%	O=C(Cc1c(F)cccc1Cl)NCCN1CCOCC1
24	24.2%	-1.7%	-9.0%	-2.9%	13.7%	-0.5	-12.8%	1.8%	-7.1%	CCNC(=O)c1ccc(NS(=O)(=O)c2ccc3[nH]c(=O)[nH]c3c2)cc1

Following part:
No.	HP1b binding inh	GLS inhibitor	JMJD2A Tudor inh	PGK inhibitor	G9a inh	PI4K2A block	BAZ2B block	Pin1 inh	Pol eta inh	Compound
25	-10.3%	-0.8%	?	-6.5%	11.2µM*	-0.2	-8.6%	-6.1%	-16.1%	O=C(N/N=C/c1ccc(N2CCCCC2)o1)c1ccccc1[N+](=O)[O-]
26	0.7%	0.0%	-3.5%	-1.1%	-5.2%[12.7 µM]	-2.7	-5.0%	0.1%	-11.3%	O=C(COC(=O)c1cccc(-n2cnnn2)c1)Nc1c(Cl)cccc1C(F)(F)F
27	10.3%	11.7%	-21.3%	-7.7%	?	-3.3	-9.7%	-0.4%	-1.8%	O=C(CCCC1=NS(=O)(=O)c2ccccc2N1)N1CCN(c2ccc(Cl)cc2)CC1
28	44.2%	-4.7%	9.7%	-2.9%	.	2.8	.	-19.4%	-5.8%	CCOC(=O)N1C2c3ccccc3C(c3ccccc32)N1C(=O)OCC
29	24.1%	-5.8%	-12.5%	i	1.7%[59 µM]	2.4	9.7%	7.4%	-4.7%	O=C(c1ccc(Cl)cc1)N1CCCCC(Sc2nnc(-c3ccc4c(c3)OCO4)o2)C1=O (stereo not given)
30	35.0%	-0.4%	-2.5%	0.3%	-43.1%[59 µM]	-1.9	.	-7.4%	-8.4%	COC(=O)c1ccccc1NC(=O)c1cnc2sccn2c1=O
31	83.0%[activator]	0.6%	-4.7%	-0.9%	-1.8%	0.5	-10.7%	4.2%	-10.3%	CCOCCOc1cccc(C(=O)NC(c2ccccc2)c2ccccc2)c1
32	70.6%	-3.7%	37.3%[activator]	-1.2%	78.0%[activator]	6.5	112.8%[activator]	2.6%	-24.7%	CCOC(=O)c1c(-c2cccs2)csc1NC(=O)C(C)(C)C

New compounds follow:
No.	HP1b binding inh	GLS inhibitor	JMJD2A Tudor inh	PGK inhibitor	G9a inh	PI4K2A block	BAZ2B block	Pin1 inh	Pol eta inh	Compound
33	146.5%[activator]	-0.6%	38.6%[activator]	-9.0%	.	-3.7	.	-8.6%	?	CCCCNC(=O)c1onc(CSc2cccc(OC)c2)c1C(=O)NCCCC
34	7.2%[57 µM]	-11.8%	-17.6%	i	2.9%[59 µM]	5.4	3.6%	-9.3%	-5.5%	Cc1ccccc1-c1nc2scc(CCNS(=O)(=O)c3ccccc3)n2n1
35	41.8%[activator]	-16.0%	1.5%	-9.4%	48.1%	3.0	-5.0%	1.1%	-6.8%	O=C(Nc1ccccc1C(=O)Nc1ccc(F)cc1)c1ccco1
36	68.1%[activator]	27.4%	-15.0%	-8.7%	-0.6%[2.33 µM]	-4.3	8.6%	-5.8%	-14.4%	Oc1ccc(Cl)cc1CNCC1CCCCC1
37	27.3%	0.0%	-1.4%	-1.1%	.	0.7	-2.0%	6.3%	-2.7%	COc1ccc(C(=O)NC2CC2)cc1OC1CCN(Cc2ccccc2)CC1
38	23.0%	3.2%	-19.8%	0.2%	-5.8%	9.8	-11.8%	1.8%	-17.4%	CCOc1ccc(C(=O)NCCC(=O)N2CCC3(CC2)NCCc2[nH]cnc23)cc1
39	9.7%	6.1%	?	i	?	-2.6	?	-0.7%	-15.6%	Cc1cccc(-c2c3c(=O)n(C)c(=O)n(C)c3cn2-c2cc(N)c(Cl)cc2Cl)c1
40	59.5%[activator]	5.1%	-13.1%	3.8%	10.2%	5.3	7.5%	3.5%	-12.2%	Cc1cc(NCc2ccccn2)n2nc(C)c(-c3ccccc3)c2n1

The list continues:
No.	HP1b binding inh	GLS inhibitor	JMJD2A Tudor inh	PGK inhibitor	G9a inh	PI4K2A block	BAZ2B block	Pin1 inh	Pol eta inh	Compound
41	16.6%	4.2%	?	i	7.94µM*	-5.7	?	25.0%	-23.4%	Cn1c(C(=O)NCCCN2CCN(c3cccc(Cl)c3)CC2)cc2c(=O)n(C)c3ccccc3c21
42	10.2%	-4.3%	-8.6%	1.8%	-39.0%	3.9	-1.5%	-2.3%	5.4%	Cc1cc(NC(=O)COc2ccc(C(C)(C)C)cc2)no1
43	13.5%	29.3%	-16.8%	i	-1.9%	1.3	-15.4%	1.4%	-14.4%	COc1ccc(CCNC(=O)COC(=O)Cn2cnc3ccccc32)cc1OC
44	20.8%	-7.0%	-22.5%	-3.4%	?	7.3	?	0.9%	-12.5%	COc1cc(/C=C2\C(=O)ON=C2c2ccccc2)cc(OC)c1OC

Only part of the results is shown; count on the stated rates, not on these rows.
